Bioassay records from PubChem.
CXCR6 inh = blocks human CXCR6 beta-arrestin recruitment; CHO-K1 PathHunter CXCR6 beta-arrestin, luminescence; inhibition, % at 20 µM; O00574; 360,000 tested, 0.36% active; AID 602244; in the data active = inhibition above about 34%, passing the limit was not always enough;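 note: antagonist mode with CXCL16 agonist at 10 nM final; 0% = 10 nM CXCL16 with DMSO and 100% = unstimulated wells without agonist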
Target sequence (O00574 whole entry, looked up): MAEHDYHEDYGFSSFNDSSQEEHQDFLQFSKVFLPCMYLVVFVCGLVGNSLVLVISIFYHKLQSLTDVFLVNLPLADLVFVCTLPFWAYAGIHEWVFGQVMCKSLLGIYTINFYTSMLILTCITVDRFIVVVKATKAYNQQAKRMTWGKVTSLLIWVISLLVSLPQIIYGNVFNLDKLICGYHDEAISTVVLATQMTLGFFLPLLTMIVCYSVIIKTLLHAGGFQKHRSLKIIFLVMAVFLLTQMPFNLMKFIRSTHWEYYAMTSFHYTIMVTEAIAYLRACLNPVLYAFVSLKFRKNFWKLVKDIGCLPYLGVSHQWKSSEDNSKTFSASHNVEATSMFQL
EBI2 antag = antagonists of human EBI2 receptor; P32249; EBI2 beta-arrestin recruitment, luminescence, 7a,25-OHC stimulated; inhibition, % at 5 µM; 360,000 tested, 0.81% active; AID 651636; in the data active = inhibition above about 38%;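 note: enzyme fragment complementation signal reports receptor beta-arrestin coupling in cells; 0% = agonist plus DMSO wells and 100% = wells without agonist; some results beyond the cut were filed as inactive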
Target sequence (P32249 whole entry, looked up, the tested form may be a part): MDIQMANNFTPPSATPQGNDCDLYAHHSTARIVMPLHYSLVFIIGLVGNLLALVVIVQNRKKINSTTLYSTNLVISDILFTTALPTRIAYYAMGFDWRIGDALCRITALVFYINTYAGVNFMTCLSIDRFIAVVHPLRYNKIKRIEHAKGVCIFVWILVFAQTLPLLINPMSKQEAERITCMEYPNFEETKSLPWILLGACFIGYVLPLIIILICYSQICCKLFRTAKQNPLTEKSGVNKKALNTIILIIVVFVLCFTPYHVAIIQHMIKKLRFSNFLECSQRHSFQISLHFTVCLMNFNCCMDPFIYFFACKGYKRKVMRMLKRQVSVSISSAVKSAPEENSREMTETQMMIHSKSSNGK
* marks the source's active call; other numbers are inactive results.

EBI2 antag | CXCR6 inh | SMILES
-5 | -2 | CC(C)(C)c1ccc(C(=O)N2CCC2(C)C(=O)NCc2cccs2)cc1 (stereo not given)
-4 | 8 | COc1ccccc1S(=O)(=O)N(C)C[C@H]1OCc2cn(nn2)CCCC(=O)N([C@H](C)CO)C[C@@H]1C
-7 | -7 | O=C1c2ccccc2C(c2nnnn2-c2ccc3c(c2)OCCO3)N1C1CC1 (stereo not given)
17 | 2 | Oc1ccc(C[C@@H](CN2CCCC2CN2C(=S)NC[C@@H]2Cc2ccccc2)N2C[C@H](Cc3ccccc3)N(CC3CCCCCC3)C2=S)cc1 (stereo not given in full)
2 | 3 | O=C(Cc1cccc2c(=O)cc(-c3ccccc3)oc12)OCCN1CCOCC1
2 | 4 | C[C@H](CO)N1C[C@H](C)[C@H](CN(C)C(=O)Nc2cccc(F)c2)Oc2cc(C#CC3(O)CCCC3)ccc2S1(=O)=O
-8 | 2 | COc1ccc(NC(=O)C2Cc3c(-c4ccc5c(c4)OCO5)ccnc3O2)cc1 (stereo not given)
-4 | 0 | CNc1cnc(-c2ccc(F)c(F)c2F)cn1
5 | 0 | OC(c1ccc(-c2ccccc2)cc1)c1ncc(-c2ccc(F)cc2)[nH]1 (stereo not given)
21 | 14 | O=C(NCc1ccc(Cl)c(Cl)c1)c1cc(C2CCCCN2C(=O)c2ccccc2)on1 (stereo not given)
-7 | 0 | CCC(=O)N1CCCC(C)(C(=O)Nc2nccc3cccnc23)C1 (stereo not given)
-2 | 10 | COc1cccc(NC(=O)COC(=O)c2ccc3c(c2)OCCO3)c1
9 | 2 | C#CCNC(=O)C[C@@H]1C[C@@]2(C(=O)OC)CCCCC=C2N(Cc2ccc(Cl)cc2Cl)C1=O
-10 | -10 | COCCNC(=O)C1(C)CCCN(C(=O)c2ccc(F)cc2Cl)C1 (stereo not given)
12 | 1 | OC[C@@H]1CN(Cc2cccnc2)C[C@H](n2cnc3c(N4CCN(c5ccccc5)CC4)ncnc32)O1
-4 | -3 | CCCCCCN1C[C@H](O)[C@@H](n2cc(COC(=O)c3ccccc3)nn2)C[C@@H]1c1ccccc1
-2 | -1 | COc1ccc(N2CCN(C(c3ccccc3)c3nnnn3C(C)(C)C)CC2)cc1 (stereo not given)
44 | 35 | S=C(NN=Cc1ccccn1)Nc1ccccn1
25 | 8 | C(=C\c1ccccc1)/CN1CCN(C(c2nnnn2C2CCCC2)C2CC2)CC1 (stereo not given)
-1 | -4 | CC1=C(C(=O)N(C(C)C)C(C)C)CC(CC(=O)NC(c2ccccc2)c2ccccc2)C(=O)N1CCCN1CCCC1=O (stereo not given)
5 | 5 | O=C(Nc1ccccc1)c1cc(C2CCCCN2C(=O)c2cccs2)on1 (stereo not given)
-14 | -2 | CNC(=O)C1Cc2c(-c3ccccc3Oc3ccccc3)ccnc2O1 (stereo not given)
34 | 1 | CCN(CC)c1ncnc2c1ncn2[C@H]1CN(Cc2ccc(Cl)cc2)C[C@@H](CO)O1
10 | 10 | CCCCNC(=O)C[C@@H]1C[C@@]2(C(=O)OCC)CCCC=C2N(Cc2ccc(Cl)cc2Cl)C1=O

Some of the entries so far, as a markdown table.
| canonical_smiles | EBI2 antag | CXCR6 inh |
| --- | --- | --- |
| C(=C\c1ccccc1)/CN1CCN(C(c2nnnn2C2CCCC2)C2CC2)CC1 (stereo not given) | 25 | 8 |
| CCN(CC)c1ncnc2c1ncn2[C@H]1CN(Cc2ccc(Cl)cc2)C[C@@H](CO)O1 | 34 | 1 |
| CCCCNC(=O)C[C@@H]1C[C@@]2(C(=O)OCC)CCCC=C2N(Cc2ccc(Cl)cc2Cl)C1=O | 10 | 10 |
| O=C(Nc1ccccc1)c1cc(C2CCCCN2C(=O)c2cccs2)on1 (stereo not given) | 5 | 5 |
| CNC(=O)C1Cc2c(-c3ccccc3Oc3ccccc3)ccnc2O1 (stereo not given) | -14 | -2 |

Going on with the list.
EBI2 antag | CXCR6 inh | SMILES
0 | -8 | COc1ccc(NC(=O)Cn2c([N+](=O)[O-])cnc2C)c(OC)c1
0 | 0 | CCc1ccc([C@H]2[C@@H]3C(=O)C[C@@H]4C(=O)N(c5ccccc5)C(=O)[C@@H]4[C@@H]3CN2S(=O)(=O)c2ccc(C)cc2)cc1
34 | 5 | Cc1ccc(CNC(=O)c2ccc(S(=O)(=O)N3CCCC3)cc2)cc1
0 | -3 | CCc1nc2ccc(C(=O)N3CCN(C(=O)c4ccco4)CC3)cn2c1N(C)Cc1nccs1
-1 | -4 | Cc1ccc(-c2ccc3c(c2)O[C@H](CN(C)C(=O)CC2CC2)[C@H](C)CN([C@@H](C)CO)S3(=O)=O)cc1
-4 | 0 | O=C1NC[C@@H](CCCCN2C[C@H](Cc3ccc(O)cc3)N(Cc3ccccc3)C(=O)C2=O)N(CCC2CCCCC2)C1=O
-11 | 3 | NC(=O)N/C=C1\CCCOC1=O
-7 | -9 | CCCCn1nnnc1C1(C)CCC(=O)N1Cc1ccco1 (stereo not given)
0 | 3 | CC1(C)CC(=O)C(CC(=O)c2ccccc2)=C(NN=C(N)N)C1
2 | -6 | COc1ccccc1-c1cnc(C(O)c2ccc(Cl)cc2)[nH]1 (stereo not given)
1 | -4 | CCOC(=O)c1c(C)[nH]c(C(=O)N(C)CC(=O)Nc2ccc(OCC)c(OCC)c2)c1C
3 | 18 | Fc1ccc(-c2nc3ccc(Cl)cn3c2Cc2ccccc2)cc1
14 | -1 | Cc1ccc([C@H]2N[C@]3(CCCN(Cc4ccc(C(F)(F)F)cc4)C3=O)[C@H]3C(=O)N(Cc4ccccc4)C(=O)[C@@H]23)cc1
19 | 0 | CCCCC(=O)N(C)c1c(CC)nc2c(OCC3CCCCC3)cccn12
13 | -6 | COc1cccc(C(C)(O)c2nc(-c3ccc(F)c(Cl)c3)cs2)c1 (stereo not given)
-7 | 0 | CCOC(=O)C1(C)CCN1C(=O)c1ccc(C(C)(C)C)cc1 (stereo not given)
14 | 3 | CC(=O)NC(c1ccccc1)c1nc(-c2ccc(F)c(Cl)c2)cs1 (stereo not given)
-3 | 5 | CC1=C(C(=O)N2CCCCCC2)CC(CC(=O)NCCN2CCOCC2)C(=O)N1CCCN1CCCC1=O (stereo not given)
-1 | -2 | COc1ccc(NC(=O)C2Cc3c(-c4cccc(C(N)=O)c4)ccnc3O2)cn1 (stereo not given)
0 | 0 | C=CCNC(=O)CSc1nnc(-c2cccc(S(=O)(=O)N3CCOCC3)c2)o1
-6 | 43* | COc1ccc(N2C[C@H](CSC)[C@@H](CC(=O)Nc3ccccc3)C2=O)cc1
2 | -7 | Cc1cc(OCc2cc(C(=O)NC(C)c3cnn(C)c3)no2)cc(C)c1Cl (stereo not given)
-4 | -5 | CC(C)(C)n1nnnc1C(c1ccccc1)N1CCN(C(=O)c2ccco2)CC1 (stereo not given)
-3 | 6 | O=C(NC1CCCC1)C1c2ccccc2OCC(=O)N1Cc1ccco1 (stereo not given)
12 | 4 | CCCCNc1c(-c2ccc(SC(C)CC)cc2)nc2ccc(Cl)cn12 (stereo not given)
-9 | -5 | CCOC(=O)[C@]12CCC=C1N(Cc1ccccc1)C(=O)[C@H](CC(=O)NCc1ccc(OC)c(OC)c1)C2
6 | 2 | COCCN1C[C@@H](CO)O[C@@H](n2cnc3c(NC4CC4)ncnc32)C1
-1 | -6 | NC(Cc1ccc(C(F)(F)F)cc1)c1csc(Nc2nccc(C(F)(F)F)n2)n1 (stereo not given)
3 | -2 | O=C(CNC(=O)N1CC(=O)Nc2ccccc21)Nc1ccc(Br)cc1F
-3 | -3 | COc1ccc(NC(=O)CN2c3cccc4cccc(c34)S2(=O)=O)cc1OC
-5 | 2 | Cc1noc(C)c1NC(=O)N(C)C[C@H]1OCc2cnnn2CCCC(=O)N([C@H](C)CO)C[C@H]1C
-11 | -6 | O=C(NCCN1CCNC1=O)c1ccc2sc([C@H]3C[C@H](O)[C@@H](CO)O3)nc2c1
9 | 2 | COc1cccc(-c2cnc3c(NC=O)cc(-c4cccc(NC(C)=O)c4)cn23)c1
-5 | 11 | CC12CCC(=O)C=C1CCC1C2C(O)CC2(C)C1CCC2(O)C(=O)COC(=O)CCC1CCCC1 (stereo not given)
-12 | -2 | CCNC(=O)C1(C)CCN(C(=O)c2cccc3ccccc23)C1 (stereo not given)
25 | 13 | FC(F)(F)c1ccccc1Cc1c(-c2ccc(Cl)cc2)nc2ccc(Br)cn12
-2 | 2 | C[C@@H]1Cc2[nH][nH]c(=O)c2[C@H](C)O1
2 | 3 | CCCc1nc2ccc(C)cn2c1Cc1ccccc1
31 | 10 | Cc1nc2c(OCc3ccc(C(F)(F)F)cc3)cccn2c1N(C)Cc1cccs1
16 | -1 | COc1ccc(OC(F)(F)F)cc1CC1(C)C(=O)Nc2ccc(S(=O)(=O)NC3CCCCC3)cc21 (stereo not given)
0 | -6 | Cc1cccc(NC(=O)c2ncn3c2C(=O)N[C@@H](C)C3)c1
-8 | 6 | CCc1nc2ccc(C(=O)NCCNC(C)=O)cn2c1N(CC)Cc1cccc(Br)c1
2 | -3 | CN(C)c1ccc(-c2csc(C(O)c3ccccc3)n2)cc1 (stereo not given)
-8 | 6 | O=C(Cc1cccc2ccccc12)NCC(=O)N1CCN(CC(=O)Nc2ccc(F)cc2)CC1
18 | 12 | CCc1cc(C(=O)Nc2cc(S(=O)(=O)N3CCCCC3)ccc2N2CCN(C)CC2)sc1C
-1 | 3 | O=C1CCCCCC(=O)[C@H](O)C[C@H](c2ccccc2)O1
-19 | -8 | CC1=C(C#N)C(=O)NC1(C)O (stereo not given)
-9 | 6 | CC1(C(=O)NS(=O)(=O)c2ccc(Cl)cc2)CCN1C(=O)c1ccco1 (stereo not given)
-6 | -5 | COc1cccc(C(=O)N2CCC[C@H]2C(=O)N2CCC[C@H]2C(=O)N[C@H](C)c2ccccc2)c1
-8 | 4 | O=C(NCCN1CCC(n2c(=O)[nH]c3ccccc32)CC1)c1ccccc1C(F)(F)F
-6 | -10 | NC(=O)c1ccsc1NC(=O)COC(=O)CCc1ccccc1
7 | 0 | O=C(O)CC(c1ccccc1)c1ccc2c(c1)OCO2 (stereo not given)
-9 | -1 | CCOC(=O)C1CCCN(C(=O)Cc2ccc(OC)c(OC)c2)CC1 (stereo not given)
13 | 4 | CC(C)Oc1ccc(F)cc1-c1cc(C(=O)NC2CCCCC2)[nH]n1
-1 | -6 | NC(=O)c1ccc(NC(=O)COC(=O)C23CC4CC(CC(C4)C2)C3)cc1
3 | -2 | Cn1c(NCc2ccccc2)nc2cc(-c3cccc(C(F)(F)F)c3)sc2c1=O

(more compounds)
EBI2 antag | CXCR6 inh | SMILES
3 | 3 | CC1(C(=O)NC2CCCCCC2)CCN1C(=O)Cc1ccc(-c2ccccc2)cc1 (stereo not given)
-14 | 3 | CCCC(C)(C)C(=O)N1CCC1(C)C(=O)NS(=O)(=O)c1cccc(Cl)c1 (stereo not given)
2 | 1 | OCC[C@@H]1C[C@H](O)[C@@H](O)[C@]2(OCCc3cc(Cl)ccc32)O1
-4 | 6 | CCOC(=O)C1(C)CCCCCN1C(=O)c1ccco1 (stereo not given)
-7 | -10 | O=C(Nc1nnc([C@H]2C[C@H](O)[C@@H](CO)O2)s1)c1cccc(C(F)(F)F)c1
0 | 13 | Cc1ccc(-c2cc(NC=O)c3ncc(-c4cnn(C)c4)n3c2)cc1
-8 | -1 | COC(=O)c1cn(-c2nc3ccccc3s2)nn1
1 | -6 | CCc1nc2c(OCCOc3ccc(F)cc3)cccn2c1N(C)C(=O)CC(C)C
4 | 4 | CN(C)c1ccc(-c2ccnc3c2CC(C)(C(=O)NCCC(F)(F)F)O3)cc1 (stereo not given)
35 | 14 | Cc1ccc2nc(-c3ccc(C#N)cc3)c(Cc3cccc(Cl)c3)n2c1
-6 | 12 | CCNC(=O)C1(C)CCCN(C(=O)Cc2ccc(OC)c(OC)c2)C1 (stereo not given)
1 | 0 | CCN(CC)c1ccc2cc(C(=O)c3cccs3)c(=O)oc2c1
4 | 4 | C[C@@H]1CN([C@@H](C)CO)C(=O)CCCn2nncc2CO[C@@H]1CN(C)S(=O)(=O)c1ccc2ccccc2c1
8 | -6 | CCC/C=C/c1ccc(CN2C(CC(C)C)C(=O)N(Cc3cn(CCC4OCCO4)nn3)CCS2(=O)=O)cc1 (stereo not given)
4 | 5 | CN(C)c1ccc(NC(=S)Nc2ccc3c(c2)c(=O)n(C)n3-c2ccc(C(C)(C)C)cc2)cc1
3 | -1 | C(#CSCc1ccccc1)SCc1ccccc1
-7 | -8 | CN1CCN(C(=O)C2=NOC3(C2)C(=O)Nc2ccccc23)CC1 (stereo not given)
15 | 7 | CCc1nc2ccc(C(=O)Nc3ccc(C(N)=O)cc3)cn2c1N(C)CCC(C)C
-5 | 2 | CC(=O)c1ccc(N2CCN(S(=O)(=O)c3ccc4c(c3)C(Cl)(Cl)C(=O)N4)CC2)cc1
-25 | -1 | COc1cc(NC(C)=O)c2ncccc2c1Br
-3 | -4 | O=C(NCC(c1cccs1)N1CCOCC1)c1cc(F)cc(F)c1 (stereo not given)
-7 | 8 | CN1CCCN(c2cc(-c3ccc4ccccc4c3)nc3ccnn23)CC1
-5 | 5 | C[C@H]1CN([C@@H](C)CO)C(=O)c2c(c3ccccc3n2C)-c2ccccc2CO[C@H]1CN(C)C(=O)[C@@H]1CCCN1C
-7 | -4 | O=C1NN(CCO)C(=S)Nc2ccccc21

Overlap with the part before: three entries, then new ones.
EBI2 antag | CXCR6 inh | SMILES
-7 | 8 | CN1CCCN(c2cc(-c3ccc4ccccc4c3)nc3ccnn23)CC1
-5 | 5 | C[C@H]1CN([C@@H](C)CO)C(=O)c2c(c3ccccc3n2C)-c2ccccc2CO[C@H]1CN(C)C(=O)[C@@H]1CCCN1C
-7 | -4 | O=C1NN(CCO)C(=S)Nc2ccccc21
11 | 3 | CCN(CC)c1ccc(C(=O)NNC(=O)C2CCN(c3ncnc4sc(C)c(C)c34)CC2)cc1
2 | -2 | CC(=NNC(N)=O)C1CC2CCC1CC2 (stereo not given)
-3 | -5 | CCC(c1nnnn1-c1ccc2c(c1)OCCO2)N1CCN(c2ccccc2OC)CC1 (stereo not given)
2 | 1 | CCc1nc2c(OCc3ccc(C(=O)OC)cc3)cccn2c1N(C)C(=O)C(C)C

An excerpt; rates above refer to the full screens.
